Bioassay records: PubChem BioAssay, several laboratories
MITF TRPM1 inh = MITF TRPM1 promoter inhibition in SK-MEL-5 cells | AID 488899 | SK-MEL-5 TRPM1 promoter luciferase, 24 h | inhibition, % at 12.5 µM | actives 0.83% (n = 330,000);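 active = mean inhibition across replicates of 60% or more, whatever share of single replicates reaches that level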; also: values of inactives mirror those of a sister screen read the other way
NR2E3 ag-1 = NR2E3 (human) agonism. Q9Y5X4. GST-NR2E3/biotin-RetCOR TR-FRET, 1536-well. inhibition of corepressor binding, % at 4.78 µM. actives 0.12% (n = 320,000). AID 2300;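 active = percent inhibition above the cutoff of mean plus 3 SD of all tested compounds, set per screening campaign, cut at about 20% in these data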;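 also: 0% = DMSO wells and 100% = biotin wells as full block of FRET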
Target sequence (Q9Y5X4 whole entry, looked up): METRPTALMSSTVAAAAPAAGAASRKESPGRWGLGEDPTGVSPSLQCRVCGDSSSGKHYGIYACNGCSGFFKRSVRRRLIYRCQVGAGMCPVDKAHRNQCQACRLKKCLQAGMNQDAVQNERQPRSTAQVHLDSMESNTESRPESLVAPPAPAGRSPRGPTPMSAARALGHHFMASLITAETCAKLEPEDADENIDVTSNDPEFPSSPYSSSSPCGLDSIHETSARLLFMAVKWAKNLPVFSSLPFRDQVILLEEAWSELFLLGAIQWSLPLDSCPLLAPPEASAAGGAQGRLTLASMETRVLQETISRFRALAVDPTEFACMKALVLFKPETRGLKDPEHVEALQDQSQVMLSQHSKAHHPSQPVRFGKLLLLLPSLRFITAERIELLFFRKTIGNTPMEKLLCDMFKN
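Material – GST-tagged NR2E3 plus biotinylated RetCOR corepressor · Quantity – NR2E3 fusion 1.35 nM · Times – 5 h incubation at 4 °C · Medium – pH 7.5 Tris-based buffer · Technique – TR-FRET, Eu(K)-anti-GST donor, streptavidin-D2 acceptor, ex 340, em 617/671 nm · Benchmarks – high control biotin, low control 0.6% DMSO · Format – 1536-well plates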
Shn3 3UTR inh = reduces Shn3 3'UTR luciferase signal in osteoblasts | Clone20 osteoblast Shn3 3'UTR firefly luciferase, 24 h | inhibition, % at 12.5 µM | actives 0.52% (n = 360,000);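 active = mean inhibition of at least 75% with every replicate also reaching 75%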;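 also: 0% = median of neutral control wells and 100% = pilot-screen positive control compound; some compounds past the cut are filed as inactive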
HIF-2a block = HIF-2a inhibition | 786-0 RCC cells HIF-2a reporter, luciferase luminescence, overnight | inhibition, % at 18.8 µM | actives 0.72% (n = 360,000);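 active = inhibition of the luminescence signal of 40% or more relative to plate controls, in a single-dose primary screen at 18.75 µM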
NR2E3 ag-2 = human photoreceptor-specific nuclear receptor agonism. Q9Y5X4. CHO-S Gal4-NCOR/VP16-NR2E3 two-hybrid, luciferase. inhibition of corepressor binding, % at 3.98 µM. actives 0.35% (n = 360,000). AID 602229;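 active = inhibition above the mean of all tested compounds plus 3 SD, cut at about 70% in these data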;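 also: 0% = DMSO with NR2E3 transfected cells and 100% = cells lacking NR2E3 construct; higher means lower luciferase signal from less NR2E3 corepressor binding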
hiPSC survival = hiPSC single-cell survival enhancement | ATPlite luminescence; 100% = ROCK inhibitor wells, 0% = DMSO | actives 0.044% (n = 360,000) | AID 602274 | survival enhancement, % at 20 µM; in the data active = survival enhancement above about 18%;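 also: cells exposed to compounds for 16 hours before the ATP read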
aDG glyco act = increases alpha dystroglycan glycosylation; actives 0.22% (n = 360,000); Pro5-aDG cells, alpha-DG glycosylation AlphaScreen (IIH6); 0% Pro5, 100% B10-LARGE cell signal; activation, % at 10 µM;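 active = activation of at least 8% versus controls, or a plate z-score of at least 8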;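 also: Pro5 are CHO cells carrying HIG-tagged alpha-DG that lacks glycosylation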
Peg3 promoter = Peg3 promoter activity inhibition; AID 588405; inhibition, % at 20 µM; HeLa PEG-Prom luciferase reporter, luminescence, overnight; actives 1.7% (n = 360,000);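 active = inhibition of at least 50% at 20 µM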
CF NFkB inh = blocks PAF-induced NF-kB reporter in cystic fibrosis cells; KKLEB NF-kB-GFP reporter, GFP fluorescence overnight; inhibition, % at 5 µM; actives 0.86% (n = 360,000); AID 588850;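 active = at least 50% inhibition at 5 µM, scaled per plate between neutral and stimulator controls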;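 also: PAF is a Pseudomonas aeruginosa culture filtrate used as stimulus; plate controls were PAF-stimulated DMSO wells for no effect and unstimulated DMSO wells for full effect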
KKLEB cytotox = reduces viability of KKLEB cystic fibrosis airway cells | KKLEB CF airway cells viability, ATPlite luminescence, overnight; stronger effect = lower value; cells stimulated with P. aeruginosa culture filtrate | AID 602141 | actives 0.36% (n = 360,000) | activity change (cytotoxicity), % at 5 µM;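 active = corrected activity change at or below -50% at 5 µM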
TWEAK-Fn14 inh = TWEAK-Fn14 signaling inhibition; actives 2% (n = 360,000); inhibition, % at 10 µM; TWEAK-stimulated Fn14 reporter cells, luciferase luminescence, 8 h; in the data active = inhibition above about 50%
Active calls of the source: *; · = no result given.

SMILES	MITF TRPM1 inh	NR2E3 ag-1	Shn3 3UTR inh	HIF-2a block	NR2E3 ag-2	hiPSC survival	aDG glyco act	Peg3 promoter	CF NFkB inh	KKLEB cytotox	TWEAK-Fn14 inh
COc1ccc(C(=O)Nc2ccc3c(c2)C(=O)N(C)C3=O)cc1OC	5	1	-36	-64	-35	-0.4	-0.1	-71	1	2	4
CSc1snc(SCC(N)=O)c1C#N	-6	2	-5	14	-2	5.3	-0.3	1	2	1	-6
CCCC(=O)Nc1cc(OC)c(OC)cc1C(=O)O	8	0	-27	11	-8	-1.4	-0.2	9	10	-4	-7
CC1(C)Cc2nc(NCCCO)c(C#N)cc2CO1	-2	0	-16	27	-13	-3.4	0.0	-1	0	1	13
CC(=O)c1nn(-c2ccc(Cl)cc2)cc1C(=O)c1ccccc1	13	-4	11	21	11	-0.3	0.1	20	-7	6	-20
COc1ccc(-c2noc(C3CCCN(C(=O)c4c(F)cccc4F)C3)n2)cc1OC (centres undefined)	-18	2	2	-92	-1	-0.3	-0.1	-38	5	1	-34
Cc1cc(C=O)c(C)n1-c1sc2c(c1C(=O)O)CCCC2	3	1	2	17	-19	0.4	-0.2	17	3	0	19
CCCCCC(=O)NC(=S)Nc1cccc(-c2nc3ncccc3o2)c1	·	0	-15	-12	-16	-0.7	-0.1	10	25	-29	-22
O=C(CN(C(=O)c1csnn1)c1cccc(C(F)(F)F)c1)NCCc1ccccc1	4	2	14	15	-8	0.1	0.0	13	13	0	-8
CC(NC(=O)CN1C(=O)NC2(CCCC2)C1=O)c1ccc2ccccc2c1 (centres undefined)	·	2	9	-13	1	-0.3	-0.2	7	-2	-4	-5
CNC(=O)c1sc(N2N=C3/C(=C/c4ccccc4)CCCC3C2c2ccccc2)nc1C (centres undefined)	3	4	34	14	-13	2.6	1.6	2	-2	-19	58*
CC(=O)Nc1cccc(-c2cc3c(c4c2ccn4C)C2CCC3O2)c1 (centres undefined)	·	·	-4	4	10	0.9	0.2	17	-17	-33	-3
Cc1ccc(N2CCN(S(=O)(=O)c3ccc(F)c(C)c3)CC2)c(C)c1	-2	-2	20	21	-22	-1.2	0.2	1	-9	12	17
COC(=O)c1ccc(S(=O)(=O)N2CCCN(Cc3ccccc3)CC2)n1C	-4	3	82	17	7	1.1	0.2	18	-10	8	4
COc1ccc(S(=O)(=O)N2CCCCCC2)cc1C(=O)N1CCN(c2ccccc2C)CC1	13	2	-4	16	-12	-0.3	0.2	13	10	-4	8
Cc1ccc(OCCCCCN2CCOCC2)cc1	0	·	-13	-10	5	-0.3	0.1	1	-7	7	7
COc1ccc(OC)c(CNC(=O)C2CCN(S(=O)(=O)N3CCC(C)CC3)CC2)c1	11	1	-17	11	13	-0.4	0.1	15	3	14	-3
COc1cccc2cc(-c3cn4cccc(C)c4n3)c(=O)oc12	-67	0	-41	-264	-65	-2.4	0.1	-204	1	-3	-15
CCCCOc1ccc(C(=O)OC2CC(C)N(C)CC2C)cc1 (centres undefined)	3	1	-11	-9	15	-2.9	3.3	6	3	-4	-21
O=C(O)CCc1ccc(-c2cccs2)n1CC1CCCO1 (centres undefined)	6	-1	4	11	18	1.1	0.1	8	12	-11	-2
COc1ccc(C(=O)Nc2ccc(N3CCCC3)cc2)cc1Br	-4	-2	4	-83	-1	0.3	-0.2	-70	-13	7	-25
CSc1c[n+]2c(n1C)CCC2	4	2	-2	5	-5	-1.4	0.0	0	4	4	12
O=C(COC(=O)c1ccc[nH]c1=O)NCCCc1ccccc1	4	1	-10	1	-29	2.0	-0.1	-4	6	9	3
O=C(Nc1cnc2ccccn2c1=O)c1ccc(Cl)cc1Cl	33	3	16	-14	-126	-1.5	0.7	46	-7	-1	82*
CC1CCN(S(=O)(=O)N2CCC(C(=O)NCc3ccc4c(c3)OCO4)CC2)CC1	-11	0	27	13	-25	-0.8	0.0	26	-17	6	-21

Profiles from above.
Listed for COc1cccc2cc(-c3cn4cccc(C)c4n3)c(=O)oc12 → MITF TRPM1 inh: -67; NR2E3 ag-1: 0; Shn3 3UTR inh: -41; HIF-2a block: -264; NR2E3 ag-2: -65; hiPSC survival: -2.4; aDG glyco act: 0.1; Peg3 promoter: -204; CF NFkB inh: 1; KKLEB cytotox: -3; TWEAK-Fn14 inh: -15
Listed for Cc1cc(C=O)c(C)n1-c1sc2c(c1C(=O)O)CCCC2 → MITF TRPM1 inh: 3; NR2E3 ag-1: 1; Shn3 3UTR inh: 2; HIF-2a block: 17; NR2E3 ag-2: -19; hiPSC survival: 0.4; aDG glyco act: -0.2; Peg3 promoter: 17; CF NFkB inh: 3; KKLEB cytotox: 0; TWEAK-Fn14 inh: 19

Among those listed so far, two have a thiophene ring, fused or not:
SMILES	MITF TRPM1 inh	NR2E3 ag-1	Shn3 3UTR inh	HIF-2a block	NR2E3 ag-2	hiPSC survival	aDG glyco act	Peg3 promoter	CF NFkB inh	KKLEB cytotox	TWEAK-Fn14 inh
Cc1cc(C=O)c(C)n1-c1sc2c(c1C(=O)O)CCCC2	3	1	2	17	-19	0.4	-0.2	17	3	0	19
O=C(O)CCc1ccc(-c2cccs2)n1CC1CCCO1 (centres undefined)	6	-1	4	11	18	1.1	0.1	8	12	-11	-2

Following part.
SMILES	MITF TRPM1 inh	NR2E3 ag-1	Shn3 3UTR inh	HIF-2a block	NR2E3 ag-2	hiPSC survival	aDG glyco act	Peg3 promoter	CF NFkB inh	KKLEB cytotox	TWEAK-Fn14 inh
O=C(COC(=O)c1ccc2c(c1)OCO2)NC1CCCCC1	-1	·	6	-17	10	-3.0	-0.4	-49	-11	9	-5
COc1ccc(C(CNC(=O)C(CCSC)NC(=O)c2ccccc2OC)N2CCCCC2)cc1 (centres undefined)	10	-5	-5	11	-7	1.9	-0.1	-3	-9	8	-3
Cc1onc(-c2ccccc2)c1C(=O)NNC(=S)NC(=O)/C=C/c1cccs1	0	3	50	13	-32	-1.5	0.4	17	-20	6	9
CC(=O)N1CCc2cc(S(=O)(=O)NC(C(=O)N3CCN(c4ccccc4F)CC3)C(C)C)ccc21 (centres undefined)	-3	-1	1	4	-14	-1.1	0.3	-5	5	-21	-2
O=C(Nc1ccncc1)c1cccc2ccccc12	-4	-2	1	-26	-14	0.4	0.3	-3	6	-8	11
CC1CN(CC(=O)NCc2ccc(F)cc2)CC(C)O1 (centres undefined)	4	5	10	1	-6	-0.4	0.0	10	-1	6	7
CC(=O)N1c2ccc(S(=O)(=O)N(C)CC(=O)NC3CCCCC3C)cc2CC1C (centres undefined)	-10	0	16	7	26	-0.5	0.2	-6	-20	14	1
CN(Cc1ccccc1)c1cc(Cl)nc(N)n1	13	1	13	13	-1	-0.1	0.2	24	-6	-1	26
CCOC(=O)N1CCN(CC(=O)N2c3ccccc3Sc3ccccc32)CC1	2	1	-7	22	-3	3.3	0.0	19	4	11	-8
CC1(c2ccccc2)NC(=O)N(CC(=O)Nc2ccccc2N2CCCC2)C1=O (centres undefined)	-1	0	11	3	3	-0.2	-0.2	7	14	2	5
Cc1ccc(-n2c(C)cc(C(=O)COC(=O)c3c(C)noc3C)c2C)cc1	-46	0	22	-214	4	-1.7	2.6	-212	5	-3	15
O=C(C1CC=CCC1)N1CCCCCC1 (centres undefined)	·	·	9	4	-13	3.1	-0.1	-5	27	1	0
O=C(CN(c1ccc(F)cc1)S(=O)(=O)c1ccc2c(c1)OCCO2)N1CCOCC1	-5	2	-8	11	-14	-0.9	0.1	10	18	-21	4
Cc1ccc(C(=O)NCC(=O)N2CCc3ccccc3C2)cc1C	-2	0	-14	-59	0	1.0	0.0	-12	-1	3	18
O=C(COC(=O)Cc1c[nH]c2ccccc12)Nc1ccccc1	15	2	-3	18	4	6.2	0.0	-11	9	3	24
COc1ccc(NCc2nnc(SCc3ccc(Cl)cc3)n2-c2ccccc2)cc1	-4	3	19	-18	-29	-1.2	0.0	37	33	-10	16
COc1cc(C(=O)NCCc2ccc(S(N)(=O)=O)cc2)ccc1OCc1c(C)noc1C	-3	2	-11	10	-43	0.1	-0.2	4	4	2	-10
O=C(NCc1ccncc1)C(=O)NCC1OCCN1S(=O)(=O)c1ccccc1 (centres undefined)	·	·	-27	1	9	-1.5	-0.2	8	-1	17	-17
Cc1ccc(S(=O)(=O)N(C)C)cc1NC(=O)C(C)NC(C)c1cccs1 (centres undefined)	2	1	13	9	9	-0.1	0.0	19	-6	-6	12
O=C(CSc1nc2c(c(=O)[nH]1)CCC2)Nc1cccc(Cl)c1	5	-1	-33	10	13	-1.9	-0.2	6	-8	0	-1
CNc1cncc(-c2cccc(C(=O)N3CCOCC3)c2)n1	·	·	13	16	-34	-2.3	-0.2	3	23	-2	5
Cc1nc(-c2ccc(NC(=O)c3cccs3)cc2)cs1	-1	4	-1	-116	-102	-5.3	0.5	-48	-17	-21	69*
Fc1ccc(/C=N/NC(=S)Nc2ccc(Cl)cc2)cc1F	-9	4	-39	-106	-79	1.3	0.1	-97	-4	12	-34
CC(=O)n1c2c(c3ccccc31)OC(N)=C(C#N)C2c1ccc(C(C)C)cc1 (centres undefined)	5	-1	-48	-160	-5	0.0	0.0	-173	2	8	89*
Cc1cc(/C(=N/O)C(C)(C)NO)ccc1Cl	2	1	-8	0	20	-1.7	-0.1	1	-3	-8	-7
COc1cccc(NC(=O)CN(C)C(=O)c2cc(S(=O)(=O)N3CCCCC3)ccc2Cl)c1	3	-4	30	8	16	-0.5	-0.1	10	3	2	1
Cn1cccc1CC(=O)N/N=C/c1ccc([N+](=O)[O-])cc1	·	-1	·	-16	-11	-0.3	0.1	-16	-16	-5	-40
CCCNC(=O)c1ccc2c(=O)n3c(-c4ccc(C)cc4)csc3nc2c1	10	8	7	13	13	2.3	0.1	16	-7	16	-8
Nc1cc(OC(=O)c2c(F)cccc2Cl)nn1S(=O)(=O)c1ccccc1	3	0	1	11	14	-0.3	-0.1	28	0	-2	45

In the list so far, 4 have an aryl thioether with sulfur outside any ring:
SMILES	MITF TRPM1 inh	NR2E3 ag-1	Shn3 3UTR inh	HIF-2a block	NR2E3 ag-2	hiPSC survival	aDG glyco act	Peg3 promoter	CF NFkB inh	KKLEB cytotox	TWEAK-Fn14 inh
CSc1snc(SCC(N)=O)c1C#N	-6	2	-5	14	-2	5.3	-0.3	1	2	1	-6
CSc1c[n+]2c(n1C)CCC2	4	2	-2	5	-5	-1.4	0.0	0	4	4	12
COc1ccc(NCc2nnc(SCc3ccc(Cl)cc3)n2-c2ccccc2)cc1	-4	3	19	-18	-29	-1.2	0.0	37	33	-10	16
O=C(CSc1nc2c(c(=O)[nH]1)CCC2)Nc1cccc(Cl)c1	5	-1	-33	10	13	-1.9	-0.2	6	-8	0	-1

An unsorted share of the library; any-hit rate near 4.4%.
